Assay outcomes as filed in PubChem.
mABHD4 FP – inhibitors of mouse ABHD4; Q8VD66; purified mABHD4, FP-Rh probe fluorescence polarization; inhibition, % at 8.92 µM; 370,000 tested, 0.54% active;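 active means inhibition exceeding the mean over every tested compound plus 3 SD, cut at about 30% in these data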;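 further: 0% = plate median of compound wells and 100% = S159A mutant with DMSO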
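Material: mouse ABHD4 enzyme, wild type; Benchmarks: S159A mutant high control, sample median low control; Buffer or medium: HEPES pH 7.0, NaCl, Pluronic buffer; Signal: fluorescence polarization; Read-out: percent inhibition of probe binding, normalized to plate controls; Timing: pre-incubation 45 min, probe exposure 60 min, at 25 °C; Dosing: 8.92 µM, single dose.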
TCR-CD3 inh – inhibitors of human TCR-CD3 interaction; inhibition, % at 9.4 µM; TAMRA-labeled TCR probe fluorescence, biochemical; 360,000 tested, 0.37% active; in the data active means inhibition above about 19%;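 further: recombinant mutant TCR 2C K166C tagged with TAMRA read by polarization; 0% = receptor in buffer alone and 100% = receptor with positive control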
PRMT1 FP inh – PRMT1 (human) inhibition, primary screen | Q99873 | recombinant PRMT1, activity-based probe fluorescence polarization | inhibition, % at 2.79 µM | 370,000 tested, 1.3% active | AID 652257;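 active means inhibition above about 21% made by adding two undisclosed values, limit read from the data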
MBD2 inh – MBD2-methylated oligo binding inhibition; Q9UBB5; 370,000 tested, 0.31% active; AID 686964; inhibition, % at 4.4 µM; TR-FRET, MBD2 binding to methylated oligonucleotide; in the data active means inhibition above about 13%
Target sequence (Q9UBB5 whole entry, looked up): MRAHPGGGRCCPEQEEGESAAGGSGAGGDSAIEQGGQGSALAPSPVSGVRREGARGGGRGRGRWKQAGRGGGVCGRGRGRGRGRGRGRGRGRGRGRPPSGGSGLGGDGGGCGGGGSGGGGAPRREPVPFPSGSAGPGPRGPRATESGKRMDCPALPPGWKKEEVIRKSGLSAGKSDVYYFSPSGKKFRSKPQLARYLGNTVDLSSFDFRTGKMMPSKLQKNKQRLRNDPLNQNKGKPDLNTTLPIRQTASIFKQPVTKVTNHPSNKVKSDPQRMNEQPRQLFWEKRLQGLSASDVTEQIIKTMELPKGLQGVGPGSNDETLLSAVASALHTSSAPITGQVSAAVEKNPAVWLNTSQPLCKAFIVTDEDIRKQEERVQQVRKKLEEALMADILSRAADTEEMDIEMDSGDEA
GC-A act – GC-A (human) enzyme activation; activation, % at 10 µM; HEK293 GC-A cells, cGMP TR-FRET, EC30 ANP; 0% at EC30 ANP, 100% saturating ANP; P16066; 370,000 tested, 0.14% active; in the data active means activation above about 40%
SIAE inh – human SIAE inhibition, primary screen; Q9HAT2; SIAE FP-Rh probe binding, fluorescence polarization; inhibition, % at 9.66 µM; 370,000 tested, 0.69% active; AID 1053197;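 active means inhibition above a cutoff: mean of compounds within the control limits plus 3 SD of those, cut at about 17% in these data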;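 further: 0% = plate median of compound wells and 100% = probe without SIAE protein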
GC-B act – GC-B (human) receptor activation; HEK293-GC-B cells, CNP EC30, cGMP TR-FRET; 0% at EC30 CNP, 100% saturating CNP; P20594; AID 1920062; 370,000 tested, 0.11% active; activation, % at 10 µM;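 active means activation at 10 µM reaching about 35% in either raw or pattern-adjusted values, limit read from the data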
HTRA1 inhibitor – HTRA1 (human) protease inhibition; Q92743; recombinant HTRA1, FP-rhodamine activity-based probe, fluorescence polarization; 340,000 tested, 0.5% active; AID 504803; inhibition, % at 5.96 µM; in the data active means inhibition above about 36%;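 further: 0% = enzyme with DMSO and 100% = wells lacking enzyme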
Target sequence (Q92743 whole entry, looked up): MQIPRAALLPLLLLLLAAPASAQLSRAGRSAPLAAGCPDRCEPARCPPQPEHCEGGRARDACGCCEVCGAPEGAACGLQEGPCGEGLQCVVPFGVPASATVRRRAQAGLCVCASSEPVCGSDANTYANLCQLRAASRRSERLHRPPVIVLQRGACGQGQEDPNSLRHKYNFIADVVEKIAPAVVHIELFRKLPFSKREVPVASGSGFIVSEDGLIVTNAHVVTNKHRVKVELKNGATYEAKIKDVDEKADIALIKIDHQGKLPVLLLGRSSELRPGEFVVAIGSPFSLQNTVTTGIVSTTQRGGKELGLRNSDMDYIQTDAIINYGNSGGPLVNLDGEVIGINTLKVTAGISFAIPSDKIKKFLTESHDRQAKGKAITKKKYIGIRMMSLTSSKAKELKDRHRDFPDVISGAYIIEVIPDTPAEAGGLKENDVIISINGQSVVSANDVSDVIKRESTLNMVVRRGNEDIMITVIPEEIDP
rCAG RNA binder – r(CAG) repeat RNA binding. inhibition, % at 3 µM. TO-PRO-1 dye displacement fluorescence. AID 651821. 370,000 tested, 1.3% active;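 active means inhibition above the plate cutoff, the mean of all test compounds on that plate plus 3 SD, cut at about 35% in these data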;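 further: 0% = DMSO alone and 100% = 100 µM mitoxantrone as full dye displacement; higher means more dye released from RNA so lower well fluorescence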
UHRF1 MBD2 ctr – UHRF1 methyl-DNA binding inhibition | 370,000 tested, 0.75% active | inhibition, % at 4.4 µM | UHRF1 binding to methylated oligo, TR-FRET | Q96T88 | AID 687016; in the data active means inhibition above about 21%;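 further: UHRF1 SRA domain binding a hemimethylated CpG hairpin DNA probe; 0% = median of test compound wells and 100% = reference inhibitor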
Active calls of the source: *; · = not tested or not shown. Some of the compounds tested. The share of hits here may be higher or lower than overall.

Compound	mABHD4 FP	SIAE inh	PRMT1 FP inh	TCR-CD3 inh	rCAG RNA binder	HTRA1 inhibitor	GC-B act	MBD2 inh	UHRF1 MBD2 ctr	GC-A act
CCCC1(c2ccccc2)NC(=O)N(CC(=O)NCc2ccc(OC)cc2)C1=O (stereo not given)	-3	-3	4	-9	5	3	4	1	1	4
Cc1cc(N2CCN(C(C(=O)NC3CCCC3)C(C)C)CC2)c2ccccc2n1 (stereo not given)	-4	0	6	-1	0	·	-2	9	2	-3
CCn1c(C(=O)NCc2cccnc2)cc2sc(Cl)cc21	-5	-2	1	2	1	-14	-28	2	-1	-28
O=C(Nc1cc(C(=O)Nc2ccccc2C(=O)O)cc(C(=O)Nc2ccccc2C(=O)O)c1)c1ccccc1	-51	-165	4	10	77*	-59	-5	4	0	-5
O=C(CCn1c2c(c3ccccc31)CCCC2)NNC(=O)c1cccc([N+](=O)[O-])c1	6	18*	-1	11	23	-1	1	-4	1	0
Cc1ccc(-n2nc(C)c3c(C)c(CCC(=O)NCc4ccccc4)c(C)nc32)cc1	-4	-6	-2	-2	2	-4	-1	2	0	-6
CCOC(=O)C1CCN(C(=O)c2cccc(NC3=NC4CS(=O)(=O)CC4S3)c2)CC1 (stereo not given)	-8	1	-2	-4	3	-7	1	0	-1	3
Cc1ccc(OCC(=O)N(Cc2cccc(Cl)c2)C2CCS(=O)(=O)C2)cc1C (stereo not given)	2	-3	4	-2	-1	-7	-3	2	1	-8
Cn1cnc([N+](=O)[O-])c1Oc1ccccc1	6	0	-2	12	2	6	4	-1	1	1
CCOc1ccccc1NC(=O)c1ccccc1-c1nc(-c2ccccc2)no1	-2	-4	-1	4	-3	-12	-5	2	-1	-5
CC(=O)C1=CCC(c2ccccc2)N(S(=O)(=O)c2cccc(C)c2)C1 (stereo not given)	-11	-5	-8	3	2	·	-6	-5	-1	-3
Cc1cc(C)cc(N(CC(=O)NC2CCCC2)C(=O)CNC(=O)c2cccs2)c1	-1	-1	0	-2	-2	-8	2	0	2	-1
Cc1ccc(COn2c(-c3ccc(Cl)cc3Cl)nc3ncccc32)cc1	-15	-4	4	5	-2	-26	-19	2	-3	0
CC(C)(C)c1ccc(OCCC(=O)NNC(=O)c2ccccc2)cc1	-5	6	-4	-2	-6	-2	11	-6	0	1
COCC(C)OC(=O)C(C#N)c1nc2ccccc2nc1N1CCN(Cc2ccccc2)CC1 (stereo not given)	-1	0	2	5	2	-8	-12	-2	-4	-3
CC(=O)Nc1nc(SCC(=O)NCc2ccc(F)cc2)[nH]c(=O)c1NC(=O)c1cccs1	6	-2	2	4	4	3	-5	6	-1	2
COc1ccc(-n2nc(C(=O)NCC(=O)NC3CCCCC3)c3ccccc3c2=O)c(OC)c1	0	-4	2	-4	-1	0	0	1	4	1
CCOC(=O)[C@H]1[C@H]2COc3cc(OC)ccc3[C@@H]2N2C(=O)CN(C)C(=O)[C@@]12C	3	-5	5	-5	2	6	1	-3	1	0
NC(=O)Cc1nc2scc(-c3ccccc3)c2c(=O)[nH]1	8	-2	1	3	8	·	1	2	-1	-4
Cc1cccc(OCC(=O)NC(=S)N2CCCc3ccccc32)c1	21	6	3	12	2	48*	-1	1	-3	1
Cn1c(=O)c2c(SCC(=O)N3CCOCC3)nc(-c3ccccc3F)nc2n(C)c1=O	-12	-8	7	-9	-5	8	0	6	4	8
CCOC(=O)c1cc(C)nnc1C(=O)OCC	12	10	0	1	4	12	2	3	0	3
Cc1c(CCOC(=O)c2cc([N+](=O)[O-])cc([N+](=O)[O-])c2)sc[n+]1CC(=O)c1ccccc1	6	7	-3	1	10	11	1	-5	-2	5
Cc1cc(OCC(=O)NCCc2ccc(S(N)(=O)=O)cc2)c2c(C)c(C)c(=O)oc2c1	0	-3	-2	1	9	5	-5	-3	-2	-4
Cc1ccc(NC(=O)Cc2ccc(-n3cccc3)cc2)c(C)c1	-2	-1	-3	10	5	-2	8	0	-2	-2
COc1ccc(C)cc1NC(=O)c1ccc2c(=O)n3c(nc2c1)CCCCC3	-3	-7	0	2	0	-3	1	1	-1	7
COc1cc(CN2CCCC(C(=O)c3ccc4c5c(cccc35)CC4)C2)cc(OC)c1O (stereo not given)	1	3	28*	-3	2	-12	-5	-4	0	-3
COC(=O)NCc1ccc(S(=O)(=O)N2CCOCC2)cc1	-7	0	0	-2	0	12	0	2	-1	3
CCN(CC)CCn1c(N)cc(=O)[nH]c1=O	-11	1	-1	-4	1	3	3	1	5	3
O=C(NCc1nc2ccccc2[nH]1)c1ccccc1F	-1	5	-1	5	0	·	6	2	-1	-3

Arranged by value in HTRA1 inhibitor (highest first): some entries from above
compound,SIAE inh,PRMT1 FP inh,TCR-CD3 inh,HTRA1 inhibitor,GC-B act,MBD2 inh,UHRF1 MBD2 ctr,GC-A act
CCCC1(c2ccccc2)NC(=O)N(CC(=O)NCc2ccc(OC)cc2)C1=O (stereo not given),-3,4,-9,3,4,1,1,4
Cc1cc(C)cc(N(CC(=O)NC2CCCC2)C(=O)CNC(=O)c2cccs2)c1,-1,0,-2,-8,2,0,2,-1
CCOc1ccccc1NC(=O)c1ccccc1-c1nc(-c2ccccc2)no1,-4,-1,4,-12,-5,2,-1,-5

Continued:
Compound	mABHD4 FP	SIAE inh	PRMT1 FP inh	TCR-CD3 inh	rCAG RNA binder	HTRA1 inhibitor	GC-B act	MBD2 inh	UHRF1 MBD2 ctr	GC-A act
COc1cc(C(=O)NC(c2ccccc2)c2ccccc2)cc(OC)c1OC	1	11	-2	3	-7	3	2	2	0	0
C[C@@H]1CN([C@@H](C)CO)S(=O)(=O)c2ccc(Br)cc2O[C@H]1CN(C)Cc1ccccc1F	-26	5	-1	-1	4	-28	0	-1	-1	0
CSc1ccccc1NC(=O)CN(C)C(=O)Cn1c(=O)oc2ccccc21	-1	-3	-1	-2	5	-2	1	-1	2	1
COc1ccc(C2C(C(=O)N3CCCCC3)CC(=O)N2c2ccc(OC)cc2)cc1 (stereo not given)	5	15	-4	-7	-8	0	-7	-5	-2	-20
CCCCCCC(=O)NNC(=O)CC(=O)Nc1ccccc1C(=O)O	-1	-1	0	-2	4	-2	-4	-4	1	3
COc1ccc(C(=NNc2ccccc2C(=O)O)c2ccc(OC)cc2)cc1	9	-8	1	-6	83*	15	0	4	1	-3
O=C(O)/C=C/c1ccc(S(=O)(=O)N2CCN(CCN3C(=O)C4C5C=CC(C5)C4C3=O)CC2)cc1 (stereo not given)	1	3	-2	1	1	5	2	-7	-3	3
Cc1cc(F)ccc1-c1cc(C(=O)NC(C)C)[nH]n1	-1	-1	2	10	1	·	2	-5	0	1
Cc1cnc(CNC(=O)c2csc([C@@H]3O[C@H](CO)[C@H](O)[C@H](O)[C@H]3O)n2)cn1	0	4	-3	0	1	·	0	-3	-2	3
CCCCNC(=O)COC(=O)c1cc(C)nc2ccccc12	-5	-2	1	7	-5	-2	-2	-6	-4	0
COc1ccc(-c2nc(CSCC(=O)N3CCN(c4cccc(C)c4)C(C)C3)c(C)o2)cc1OC (stereo not given)	-3	-5	-4	3	2	-15	-8	-1	-2	-7
COc1cc2c(cc1OC)CN(C(=O)CCNC(=O)c1ccccc1Cl)CC2	-2	5	4	1	-3	6	1	3	-1	0
COc1cccc(C(=O)Nc2ncc3c(n2)CC(C)(C)CC3=O)c1	-9	1	1	-1	-7	-1	1	2	2	-1
NC(=O)NCCCC(=O)OCC(=O)c1ccc2ccccc2c1	-5	-4	-3	-7	6	-21	·	-2	-3	·
CCOC(=O)/C(C#N)=C1/SC(C)C(=O)N1c1ccc(Br)cc1 (stereo not given)	-8	-4	1	-2	15	-20	2	1	-2	0
Cc1ccc(N2CC(=O)Nc3c(sc4nc(C)cc(C)c34)C2=O)cc1	1	-2	-1	-10	-7	4	-1	6	25*	4
CCOc1ccc(CC(=O)Nc2c(C(N)=O)oc3ccccc23)cc1OCC	-2	-2	-3	3	-4	5	0	0	-1	2
CCN1CCN(c2c(Cl)cccc2NC(=O)c2ccco2)CC1	2	-1	1	1	-8	1	-3	11	23*	-2
CC(C)CCNC(=O)C(=O)NCc1ccccc1	-1	0	-2	6	0	3	3	-5	-4	4
CCc1nc2c(cnn2-c2ccc(Cl)cc2)c(=O)n1-c1ccc2c(c1)OCCO2	-3	0	-1	-3	0	-5	-5	-1	-2	3
COc1ccc(-c2ccc3oc(-c4ccsc4)cc(=O)c3c2)cc1F	1	2	4	-7	3	0	7	3	4	0
CC(=NCc1ccco1)C1=C(O)c2ccccc2C1=O	2	11	7	-2	0	-3	3	0	-2	2
Cn1c(=O)c2cc(NC(=O)CCc3cccc(Cl)c3)ccc2n1Cc1cccc(C(F)(F)F)c1	-12	-8	-5	-6	3	·	1	0	4	-1
COc1ccc(NC(=S)N(CCCN2CCCC2)Cc2ccco2)cc1	-4	6	1	1	1	7	1	-1	1	-1
Brc1ccccc1C1CC(c2ccccc2)=Nc2ccccc2N1 (stereo not given)	4	3	2	4	4	-25	-5	-1	-5	-4
O=c1c2[nH]c3ccc(F)cc3c2ncn1C1CCCCC1	4	1	-4	2	1	3	-10	-1	-2	-8
COc1cccc(-c2cc(C(=O)N3CCOCC3)no2)c1	-5	-2	2	-4	-1	1	0	-1	-1	3
COC(=O)C1=C(C)N(C(C)C)C(=O)C1(NC(=O)C1CCCCC1)C(F)(F)F (stereo not given)	5	-3	1	5	-4	-1	1	-1	4	1
CCN(CC)C(=O)COc1ccc2oc(-c3ccco3)cc(=O)c2c1	-1	-2	0	2	0	0	1	-3	-2	3
